# S100A4 inh HTS: inhibitors of human S100A4 binding to myosin IIA peptide; inhibition, % at 10.7 µM; S100A4/TAMRA-MyoIIA peptide fluorescence polarization; 360,000 tested, 0.14% active; P26447;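 active = mean inhibition of at least 70% across replicates, with every replicate also reaching that level; inconclusive = mean inhibition reaches 70% but some replicates fall short; inactive = mean inhibition below 70%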
# Target sequence (P26447 whole entry, looked up): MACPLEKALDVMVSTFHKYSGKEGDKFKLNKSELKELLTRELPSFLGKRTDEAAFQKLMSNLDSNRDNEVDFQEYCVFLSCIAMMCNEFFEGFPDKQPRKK
#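 Test system: S100A4 monomer protein; Medium: HEPES pH 7.2 with CaCl2, KCl, NaCl, DTT, Triton; Probe or stimulus: TAMRA-labelled myosin IIA heavy-chain peptide probe, 5 nM; Doses: one dose per compound; Times: polarization read 5 min after assay mix addition, stable 5–60 min; Benchmarks: neutral control DMSO, positive control TFP.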
# EWS-Fli block: blocks EWS/Fli oncoprotein-driven transcription; inhibition, % at 12.6 µM; A673 NR0B1-luciferase reporter, viability-normalised; 350,000 tested, 0.67% active; AID 651661;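 active = mean inhibition of at least 50% after viability correction, with every replicate also passing that limit; inconclusive = mean reaches 50% but only one of two replicates passes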;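 note: firefly luciferase signal divided by Alamar Blue viability fluorescence both relative to DMSO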
# PGC1a acetyl inh: lowers PGC1a acetylation signal in U2OS cells; 350,000 tested, 0.17% active; AlphaScreen anti-acetyl-lysine; with virally co-expressed GCN5 acetyltransferase; inhibition, % at 15.6 µM;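 active = every replicate shows inhibition of at least 40%; inconclusive = mean inhibition at least 40% but some replicate below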;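 note: 0% = neutral control wells and 100% = positive control wells; some results beyond the cut were filed as inactive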
# PglD inh: inhibitors of Campylobacter jejuni PglD acetyltransferase; purified PglD enzyme, DTNB colorimetric CoA detection; 360,000 tested, 0.098% active; inhibition, % at 12.5 µM; AID 602405; in the data active = inhibition above about 16%, passing the limit was not always enough; inconclusive = no clear call, values can overlap the other calls; note: strong numbers were not always called active
# PAX8 reporter: lowers PAX8-driven luciferase in RMG-I cells. AID 652154. RMG-I TPO-luciferase reporter, SteadyGlo, 24 h. inhibition, % at 12.6 µM. 360,000 tested, 1.2% active;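 active = mean replicate inhibition at least 60% with every replicate also reaching 60%; inconclusive = only one of the two criteria is met; inactive = mean below 60% and not all replicates reaching 60%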;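 note: luciferase light reporting Pax8 driven TPO promoter activity; plate controls were median of neutral control wells for no effect and mitoxantrone controls for full effect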
# ERAP1 HTS inh: blocks human ERAP1 aminopeptidase activity. inhibition, % at 10.7 µM. AID 652197. recombinant ERAP1, Leu-AMC fluorescence, 60 min. 340,000 tested, 0.15% active. Q9NZ08;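 active = mean replicate inhibition of at least 30%, or all replicates individually reaching that 30% level; inactive = mean below 30% and not every replicate reaching it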;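 note: 0% = neutral control wells and 100% = L-leucinethiol positive control wells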
# Target sequence (Q9NZ08 whole entry, looked up): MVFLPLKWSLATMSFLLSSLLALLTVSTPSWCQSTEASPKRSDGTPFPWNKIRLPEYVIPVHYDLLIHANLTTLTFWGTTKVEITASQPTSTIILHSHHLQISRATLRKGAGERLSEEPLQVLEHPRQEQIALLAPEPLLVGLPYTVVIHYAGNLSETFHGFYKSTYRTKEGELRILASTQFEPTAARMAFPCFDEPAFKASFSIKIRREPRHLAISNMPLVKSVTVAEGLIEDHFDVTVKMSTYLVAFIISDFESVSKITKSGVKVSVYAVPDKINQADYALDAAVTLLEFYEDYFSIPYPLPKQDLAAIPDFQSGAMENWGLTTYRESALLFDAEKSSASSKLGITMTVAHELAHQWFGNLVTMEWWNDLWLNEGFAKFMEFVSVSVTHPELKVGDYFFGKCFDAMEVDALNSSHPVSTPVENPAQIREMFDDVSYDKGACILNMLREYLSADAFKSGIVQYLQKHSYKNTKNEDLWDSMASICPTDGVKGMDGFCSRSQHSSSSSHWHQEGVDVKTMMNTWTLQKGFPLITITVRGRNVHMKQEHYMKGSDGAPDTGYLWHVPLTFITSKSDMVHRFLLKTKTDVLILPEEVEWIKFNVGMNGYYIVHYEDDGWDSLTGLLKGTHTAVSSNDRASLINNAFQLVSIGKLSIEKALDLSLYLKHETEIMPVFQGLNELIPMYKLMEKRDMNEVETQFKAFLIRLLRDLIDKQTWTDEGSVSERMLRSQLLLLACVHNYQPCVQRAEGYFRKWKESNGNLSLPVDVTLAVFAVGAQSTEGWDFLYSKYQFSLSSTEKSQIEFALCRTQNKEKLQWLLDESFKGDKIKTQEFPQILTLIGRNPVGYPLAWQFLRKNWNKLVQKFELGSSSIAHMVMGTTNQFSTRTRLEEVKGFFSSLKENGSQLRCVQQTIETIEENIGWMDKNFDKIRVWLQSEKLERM
# LGR2 antag: blocks bursicon-induced cAMP signaling via Drosophila LGR2; HEK293 LGR2, CRE-luciferase, bursicon-stimulated, 4 h; inhibition, % at 9.99 µM; 380,000 tested, 0.35% active; AID 720647;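 active = drop in luminescence signal, shown as inhibition above about 50% in the replicate tests, limit read from the data, passing the limit was not always enough; inconclusive = probably only some replicates passing the limit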;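 note: agonist challenge used bursicon conditioned medium at about half maximal strength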
# FN deposit inh: fibronectin deposition inhibition; AH1F fibroblasts, Alexa488-fibronectin deposition fluorescence, overnight; inhibition, % at 12.6 µM; 350,000 tested, 0.086% active; AID 743247;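 active = mean inhibition across replicates of 30% or more, regardless of how many single replicates reach that level; inconclusive = mean under 30% yet at least half of replicates reach 30%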;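 note: positive control wells lacked labelled fibronectin entirely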
#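 material = AH1F fibroblast monolayer depositing Alexa488-labelled fibronectin into matrix | amount = 10000 AH1F cells/well | buffer or medium = DMEM plus 2% serum, read in PBS | incubation = 1 h cell adhesion before compound, then overnight fibronectin incubation | detection = fluorescence at 485 nm excitation, 525 nm emission | evaluation = percent inhibition as loss of matrix-bound fibronectin fluorescence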
# Numbers without * were called inactive; ? = inconclusive; · = no result given.
SMILES,S100A4 inh HTS,EWS-Fli block,PGC1a acetyl inh,PglD inh,PAX8 reporter,ERAP1 HTS inh,LGR2 antag,FN deposit inh
COc1cccc(CC2(CO)CCN(C(=O)NC3CCCCC3)CC2)c1,-3,-3,6,-2,-1,21,-8,0
CC(=O)NC[C@@H]1[C@@H](c2ccc(-c3cccnc3)cc2)[C@@H](CO)N1C(=O)CC1CC1,-7,·,4,·,·,2,-15,-4
CCCC(C)NC(=O)CSCc1ccc(OC)cc1 (stereo not given),1,-1,·,0,-19,-2,-8,5
CC(OC(=O)c1ccc(O)cc1)C(=O)Nc1ccc(Oc2ccccc2)cc1 (stereo not given),-3,9,·,2,3,-1,12,5
Cc1cccc(OCCSc2ncnc3nc[nH]c23)c1,·,·,13,1,-19,·,·,-8
COc1ccc2c3c([nH]c2c1)[C@@H](CO)N(C(C)=O)CC31CN(Cc2ccccc2Cl)C1,-9,0,12,·,32,0,-12,9
CCc1cc2c(=O)c(-c3nc4ccccc4n3C)c(C)oc2c(CN2CCN(CCO)CC2)c1O,-2,0,-3,1,·,1,1,·
O=C(NC(=S)N1CCc2ccccc21)C1CCC1,-2,7,4,-2,19,0,11,0
COc1cc([N+](=O)[O-])cc(/C=N/NC(=O)C(C)Nc2ccccc2C)c1O (stereo not given),-1,6,·,-10,-2,8,4,9
COc1ccc(-n2c(C)cc(C(=O)CCl)c2C)cc1,1,61*,-13,5,1,-3,11,-3
CC(=O)c1cccc(NC(=O)c2c(C)nn(-c3ccccc3)c2Cl)c1,4,-22,2,·,-40,-2,-3,0
C[C@@H]1CN([C@@H](C)CO)C(=O)Cc2cc(NC(=O)Nc3ccccc3)ccc2O[C@@H]1CN(C)S(=O)(=O)c1ccc(F)cc1,7,10,-5,4,21,0,-9,·
CCn1ccnc1[C@@H]1C[C@H]2CN(Cc3ccccc3OC)C(=O)[C@]23CCCN13,0,6,8,·,-16,-2,0,-4
COc1ccc(S(=O)(=O)N(C)C[C@H]2Oc3ccc(NC(=O)Nc4ccc5c(c4)OCO5)cc3C(=O)N([C@H](C)CO)C[C@@H]2C)cc1,-9,12,-1,0,23,-1,2,-21
COc1ccc(NC(=O)Cn2c(=O)oc3ccccc32)cc1,2,-7,5,6,-4,4,2,0
NS(=O)(=O)c1cccc(NS(=O)(=O)c2ccc(/C=C/C(=O)O)cc2)c1,-12,-1,2,-4,-11,0,11,-8
O=C(CCNS(=O)(=O)c1ccccc1F)NCc1ccc2c(c1)OCO2,-4,·,-1,0,·,1,-8,·
O=C(NCc1ccccn1)c1cc2ccccn2n1,-6,-7,12,-2,-32,3,-17,2
N#C/C(=C/c1ccc(F)cc1)S(=O)(=O)c1ccccc1,1,13,·,-10,-12,8,1,-11
Cc1n[nH]c(=O)c2ccccc12,-2,11,9,0,-22,0,-2,1
Cc1ccccc1-n1c(=O)c2ccccc2n(CC(=O)NCc2ccco2)c1=O,0,6,1,·,12,·,11,0
O=C(NCC1CCCCC1)C1(CC2CC(c3cccc(Br)c3)=NO2)CCNCC1 (stereo not given),-3,14,·,6,4,14,7,-4
CN(C)C(=O)C[C@@H]1CC[C@@H]2[C@H](COC[C@H](O)CN2C(=O)C2CCOCC2)O1,-19,9,4,3,-17,-2,30,4
CN(CC(=O)Nc1ccc(Cl)cc1)C(=O)CCC1CCCC1,-2,·,7,2,10,-1,-6,5
CCC(C)NC(=O)CSc1c2c(nc3ccccc13)CCCC2 (stereo not given),1,4,-5,3,6,2,-12,-4
OC[C@H]1[C@H](c2ccc(/C=C/c3ccccc3)cc2)[C@@H]2CN(Cc3ccncc3)CCCCN12,-3,-24,6,1,-88,2,-28,·
Cc1noc(C)c1NC(=O)N(C)C[C@H]1OCCCC[C@@H](C)Oc2ccc(NC(=O)CCC(F)(F)F)cc2C(=O)N([C@H](C)CO)C[C@@H]1C,-6,-10,-3,-3,-5,2,30,·
COc1cc(N)c(Cl)cc1C(=O)OCC(=O)c1cccs1,-3,-2,·,·,-5,0,-3,9
CCN(Cc1nc2cc(Cl)ccc2c(=O)[nH]1)C(=O)c1cc2c(s1)CCCCC2,-6,-17,2,0,-1,-5,-1,1
C[C@H](CO)N1C[C@H](C)[C@@H](CN(C)C(=O)NC2CCCCC2)Oc2ccc(NC(=O)CCC(F)(F)F)cc2CC1=O,17,-9,5,-5,3,1,1,1
CCc1nnc(NC(=O)CCC(=O)NC2CCCC2)s1,3,-15,5,-2,-10,1,0,-3
O=C(c1cc2cc(F)ccc2[nH]1)N1CCN(Cc2ccc3c(c2)OCO3)CC1,-5,·,-4,1,27,2,8,10
CCC(C)(C)NC(=O)C(c1sccc1C)N(Cc1ccco1)C(=O)c1csnn1 (stereo not given),3,6,·,1,-3,1,1,-2
CCN1C(=O)[C@@H]2[C@H](C1=O)[C@@H]1C[C@H]3C(=O)N(CC)C(=O)[C@H]3[C@@H]3C1=C(C(=O)N1C(=O)OC(=NCC4CC4)[C@]31C)[C@@H]2C,3,-8,13,-3,-12,1,·,-6
CO[C@@H]1CN(C)C(=O)c2cc(NC(=O)C3CCCCC3)ccc2OC[C@H](C)N(Cc2nccs2)C[C@@H]1C,1,9,0,-1,11,3,2,-1
CC1Sc2ccc(C(=O)N3CCCC(C(F)(F)F)C3)cc2NC1=O (stereo not given),-7,13,·,1,18,0,4,6
Cc1cc2c(c(=O)n1Cc1ccccn1)C(c1ccc3c(c1)OCO3)C(C#N)=C(N)O2 (stereo not given),·,·,-2,0,8,·,·,0
COc1cc(OC)cc(-c2c(-c3cccs3)c3cc(-c4cccc5[nH]ccc45)ccc3n2C)c1,-5,4,7,-3,21,-1,17,-2
NS(=O)(=O)c1ccc(-c2ccc(/C=C3\SC(=S)N(C4CCS(=O)(=O)C4)C3=O)o2)cc1 (stereo not given),-10,4,·,·,-6,4,25,1
C[C@H](CO)N1C[C@H](C)[C@H](CN(C)C(=O)c2ccncc2)OCCCC[C@H](C)Oc2ccc(NC(=O)c3ccccc3)cc2C1=O,-4,·,-2,6,-2,0,3,·
COc1cccc(-c2ccc3c(c2)[C@@H]2[C@@H](CCN2S(=O)(=O)c2ccc(F)cc2)[C@@H](CO)N3C)c1,-2,21,-13,-2,?,0,-9,-1
COCC#Cc1cnc2c(c1)C(=O)N([C@H](C)CO)C[C@@H](C)[C@H](CN(C)C(=O)C1CCOCC1)O2,-2,-9,9,0,-3,0,-16,-5
COc1ccc(-c2cnc3c(NC(C)=O)cc(-c4cccc(NS(C)(=O)=O)c4)cn23)cc1OC,0,-6,5,-5,18,4,-19,12
Cc1nn(CCS(=O)(=O)c2ccc(Cl)cc2)c(C)c1Br,-2,2,11,-4,-5,·,-9,7
CCOC(=O)c1cc(-c2ccc(C)cc2)n(CCC(=O)NC(C)CC)c1C (stereo not given),·,·,-10,3,13,·,·,-1
COc1cc(OC)c(N(C)S(=O)(=O)c2cccc(C(=O)NC3=NCCS3)c2)cc1Cl,3,-1,4,1,-10,-2,3,-10
CN(C)Cc1csc(NC(=O)Nc2ccccc2-c2ccccc2)n1,-2,7,-52,1,-3,0,-10,3
CC(C)CC#Cc1ccc2c(c1)O[C@H](CN(C)S(C)(=O)=O)[C@H](C)CN([C@H](C)CO)S2(=O)=O,0,17,-15,0,-10,-1,8,-6

# Two entries drawn at random from those above, as already listed:
SMILES,S100A4 inh HTS,EWS-Fli block,PGC1a acetyl inh,PglD inh,PAX8 reporter,ERAP1 HTS inh,LGR2 antag,FN deposit inh
NS(=O)(=O)c1ccc(-c2ccc(/C=C3\SC(=S)N(C4CCS(=O)(=O)C4)C3=O)o2)cc1 (stereo not given),-10,4,·,·,-6,4,25,1
COc1cc(OC)cc(-c2c(-c3cccs3)c3cc(-c4cccc5[nH]ccc45)ccc3n2C)c1,-5,4,7,-3,21,-1,17,-2

# New compounds follow
SMILES,S100A4 inh HTS,EWS-Fli block,PGC1a acetyl inh,PglD inh,PAX8 reporter,ERAP1 HTS inh,LGR2 antag,FN deposit inh
CC(C)c1ccccc1NC(=O)CCc1nc2ccccc2s1,·,·,·,-8,11,·,-8,-10
CCOC(=O)c1c(S(=O)(=O)N2CCC(C)CC2)c(C)n(C)c1C,-4,·,·,1,-2,2,2,1
FC(F)(F)c1cc(Oc2ccc(Cl)cc2)ncc1-c1nnc(-c2ccc(Cl)cc2)o1,-10,0,5,5,-23,·,·,6
COc1ccccc1-c1cc(NC(C)=O)c2ncc(-c3cccc(C(C)=O)c3)n2c1,0,11,-12,-4,2,-3,-39,16
Cc1ccc(Cn2c(-n3nc(C)cc3C)nc3c2c(=O)[nH]c(=O)n3C)cc1,·,·,-2,1,·,·,1,-3
COc1cc(NC(=O)Nc2ccc3c(c2)OCO3)cc(OC)c1OC,2,-3,·,3,-1,0,-1,6
Cc1ccc(NC(=O)C(=O)NCC2OCCc3ccccc32)cc1 (stereo not given),9,-6,·,1,-19,1,-21,-4
C=CCn1c(=NC(=O)c2ccc(S(=O)(=O)N3CCCc4ccccc43)cc2)sc2cc(S(N)(=O)=O)ccc21,·,·,-4,-3,16,·,14,-7
O=C1c2ccc([N+](=O)[O-])cc2NC(c2ccco2)N1/N=C/c1ccco1 (stereo not given),-3,-30,0,·,1,4,-7,4
CCc1noc(C)c1C(=O)Nc1ccc(S(=O)(=O)N2CCCC(C)C2)cc1 (stereo not given),2,17,-4,-2,23,0,7,·
NC(=S)NNc1ccnc2cc(Cl)ccc12,-2,15,·,·,19,10,-11,2
O=C(c1ccc(N2CCCC2)c([N+](=O)[O-])c1)N1CCc2ccccc2C1,3,-18,·,·,-15,6,-18,1
C[C@@H]1CN([C@@H](C)CO)C(=O)c2cccc(NS(=O)(=O)c3cccs3)c2O[C@H]1CN(C)Cc1ccncc1,3,-6,0,0,·,-5,-14,·
COC(=O)[C@@]12C[C@@H](CC(=O)N3CCCCC3)C(=O)N(CCc3ccc(OC)c(OC)c3)C1=CCC(C)(C)C2,-13,2,·,·,-20,1,-6,-2
Cc1ccccc1-c1ccc([C@@H]2[C@H]3CN(C(=O)c4ccncc4)CC(=O)N3[C@H]2CO)cc1,-1,4,-9,·,7,1,0,-12
O=C1N[C@H](Cc2ccccc2)COCn2nncc2CC[C@H]1Cc1ccccc1,3,5,·,·,0,1,·,7
Cc1cc(NC(=O)C2CC(=O)N(c3ccccc3Cl)C2)no1 (stereo not given),0,-4,3,4,15,0,22,5
C[C@H]1CN([C@@H](C)CO)C(=O)Cc2cc(NS(=O)(=O)c3cccs3)ccc2O[C@@H]1CN(C)C(=O)Nc1ccc(C(F)(F)F)cc1,7,6,-2,-2,-1,-1,6,·
COc1ccc(S(=O)(=O)N(C)C[C@@H]2Oc3c(NC(=O)Nc4ccccc4)cccc3C(=O)N([C@@H](C)CO)C[C@@H]2C)cc1,·,1,16,·,17,·,10,·
Cc1ccc(C(=O)NC2CCS(=O)(=O)C2)cc1S(=O)(=O)N1CCCCCC1 (stereo not given),-2,2,5,·,12,-5,-20,-4
CCOC(CNC(=O)c1nnc(Cc2cc(OC)c(OC)c(OC)c2)o1)OCC,0,2,-2,·,19,·,2,8
COc1ccccc1NC(=O)CNC(=O)c1ccc(Br)o1,1,2,-10,-4,11,-6,-5,-5
CON(c1nc(Cl)nc(N(C)C)n1)S(=O)(=O)c1ccc(C)cc1,-4,-4,·,4,43,-10,3,6

# From PubChem BioAssay
